PRMT1 FP inh: blocks human protein arginine methyltransferase 1; hit rate 1.3% among 370,000; Q99873; inhibition, % at 2.79 µM; recombinant PRMT1, activity-based probe fluorescence polarization;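 active means inhibition above about 21% made by adding two undisclosed values, limit read from the data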
mABHD4 FP: ABHD4 (mouse) inhibition, primary FP screen | Q8VD66 | purified mABHD4, FP-Rh probe fluorescence polarization | inhibition, % at 8.92 µM | hit rate 0.54% among 370,000 | AID 720543;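 active means inhibition exceeding the mean over every tested compound plus 3 SD, cut at about 30% in these data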;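 further: 0% = plate median of compound wells and 100% = S159A mutant with DMSO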
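system = mouse ABHD4 enzyme, wild type | medium = HEPES pH 7.0, NaCl, Pluronic buffer | also added = FP-Rh probe | incubation = Enzyme–compound pre-incubation 45 min, then probe 60 min, both 25 °C | technique = fluorescence polarization, excitation 525 nm, emission 598 nm, BODIPY TMR filters | controls = S159A mutant high control, sample median low control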
LEDGF integ inh: blocks HIV-1 LEDGF/p75-dependent DNA integration. TR-FRET IN-LEDGF/p75 DNA integration, Eu/Cy5. inhibition, % at 3.7 µM. hit rate 0.64% among 370,000. AID 743269;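 active means inhibition above the screen-wide mean plus 3 SD, cut at about 13% in these data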;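 further: signal is the Cy5 over europium emission ratio at 671 and 618 nm; 0% = plate median of compound wells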
PG9 Ab binder: binds the HIV-1 gp120 antibody PG9; inhibition, % at 6.7 µM; TR-FRET gp120-PG9 antibody binding; AID 624416; hit rate 0.43% among 360,000; in the data active means inhibition above about 8.5%
Tn7 DDE FP: DD(E)-Tn7 binding inhibition, primary FP screen; P02675; FP displacement of FITC-Tn7 peptide from fibrin DD(E); 0% = median of compound wells per plate; inhibition, % at 8.3 µM; hit rate 0.13% among 370,000; AID 720508;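 active means inhibition above the mean of compounds falling within the control limits plus 3 SD of them, cut at about 14% in these data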;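 further: 0% = plate median of compound wells and 100% = 10 µM Aha-Tn7 peptide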
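System: human fibrin DD(E); quantity: Fibrin-DD(E) at 2 µM final; also added: fluorescent Tn7 probe at 0.1 µM; compound dosing: single nominal test concentration of 8.3 µM per compound; schedule: 10 min preincubation, 3 h with tracer, room temperature; detection: fluorescence polarization of the labelled Tn7 tracer; repeats: one replicate per compound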
TCR CD3 inh: blocks the human TCR-CD3 interaction; TAMRA-labeled TCR probe fluorescence, biochemical; inhibition, % at 9.4 µM; hit rate 0.37% among 360,000; AID 651800; in the data active means inhibition above about 19%;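 further: recombinant mutant TCR 2C K166C tagged with TAMRA read by polarization; 0% = receptor in buffer alone and 100% = receptor with positive control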
UHRF1 binding: human UHRF1 methylated DNA binding inhibitors; Q96T88; UHRF1 binding to methylated oligo, TR-FRET; inhibition, % at 4.4 µM; hit rate 0.75% among 370,000; AID 687016; in the data active means inhibition above about 21%;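 further: UHRF1 SRA domain binding a hemimethylated CpG hairpin DNA probe; 0% = median of test compound wells and 100% = reference inhibitor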
Target sequence (Q96T88 whole entry, looked up, the tested form may be a part): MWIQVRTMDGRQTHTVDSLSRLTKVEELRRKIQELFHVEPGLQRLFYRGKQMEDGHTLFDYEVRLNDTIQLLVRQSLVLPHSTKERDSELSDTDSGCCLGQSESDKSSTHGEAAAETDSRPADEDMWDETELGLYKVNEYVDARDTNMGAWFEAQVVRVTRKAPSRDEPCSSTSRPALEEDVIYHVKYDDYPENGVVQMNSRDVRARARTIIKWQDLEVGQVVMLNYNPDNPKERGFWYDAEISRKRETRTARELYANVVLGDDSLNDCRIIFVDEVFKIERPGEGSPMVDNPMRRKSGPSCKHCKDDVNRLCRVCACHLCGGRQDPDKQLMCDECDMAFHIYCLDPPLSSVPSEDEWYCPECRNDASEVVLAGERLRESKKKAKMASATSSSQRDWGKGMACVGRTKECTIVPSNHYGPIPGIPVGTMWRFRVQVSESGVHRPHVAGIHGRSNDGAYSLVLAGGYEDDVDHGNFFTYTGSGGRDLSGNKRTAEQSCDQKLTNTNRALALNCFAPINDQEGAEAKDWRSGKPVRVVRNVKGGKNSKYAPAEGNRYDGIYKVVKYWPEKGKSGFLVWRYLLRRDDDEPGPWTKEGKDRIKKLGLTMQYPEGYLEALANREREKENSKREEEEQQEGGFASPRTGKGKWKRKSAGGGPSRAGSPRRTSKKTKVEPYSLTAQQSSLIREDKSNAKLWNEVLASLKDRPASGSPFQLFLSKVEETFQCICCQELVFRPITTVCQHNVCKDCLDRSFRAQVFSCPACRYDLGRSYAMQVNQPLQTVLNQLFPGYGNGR
TDP2 absorb: blocks human TDP2 phosphodiesterase activity. recombinant TDP2, T5PNP hydrolysis, p-nitrophenol absorbance 415 nm. inhibition, % at 12.8 µM. hit rate 0.34% among 370,000. AID 720702;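 active means inhibition above the mean of all tested compounds plus 3 SD, set per campaign, cut at about 25% in these data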;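 further: 0% = DMSO with enzyme and 100% = buffer with substrate but no TDP2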
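Test system: Human TDP2 enzyme | Reagent: 5 mM T5PNP | Compound dosing: 12.8 µM single point, 1% DMSO | Incubation: Enzyme reaction with compound for 2 h at 37 °C | Technique: p-Nitrophenol epi absorbance | Read-out: % inhibition relative to enzyme-containing and enzyme-free wells | Benchmarks: High control without enzyme, low control DMSO plus TDP2 | Replicates: Singlicate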
HTRA1 inhibitor: inhibitors of human serine peptidase HTRA1; Q92743; recombinant HTRA1, FP-rhodamine activity-based probe, fluorescence polarization; inhibition, % at 5.96 µM; hit rate 0.5% among 340,000; AID 504803; in the data active means inhibition above about 36%;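 further: 0% = enzyme with DMSO and 100% = wells lacking enzyme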
SIAE primary: blocks human sialic acid acetylesterase. hit rate 0.69% among 370,000. inhibition, % at 9.66 µM. AID 1053197. Q9HAT2. SIAE FP-Rh probe binding, fluorescence polarization;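 active means inhibition above a cutoff: mean of compounds within the control limits plus 3 SD of those, cut at about 17% in these data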;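 further: 0% = plate median of compound wells and 100% = probe without SIAE protein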
* = called active by the depositor; . = no result given. No enrichment for hits; about 4.2% have a hit in one of these screens.

Below each compound – PRMT1 FP inh	mABHD4 FP	LEDGF integ inh	PG9 Ab binder	Tn7 DDE FP	TCR CD3 inh	UHRF1 binding	TDP2 absorb	HTRA1 inhibitor	SIAE primary
CN1CCN(NC(=O)CN2C(=O)/C(=C/c3ccccc3Cl)SC2=S)CC1
→ 16	-7	-4	-1.9	3	-27	-4	0	-18	-12
CC(C)n1c(=O)c2ccccc2n1C(=O)c1ccccc1
→ -7	1	5	0.6	1	1	1	-10	.	7
COc1cccc(NC(=O)CN2C(=O)c3cccnc3Oc3ccc(Cl)cc32)c1
→ 0	-12	1	0.3	-3	-3	0	8	-55	1
Cc1ccc(NC(=O)CCNC(=O)c2ccc(Br)cc2)nc1
→ -2	-3	4	0.5	0	-5	1	11	-1	-5
Cc1cc(NC(=O)c2ccc3nc(-c4ccccc4)c(-c4ccccc4)nc3c2)no1
→ -1	6	-1	0.5	1	-2	-5	6	0	1
O=C(NC1CCCCC1)C(c1ccc(F)cc1)N(Cc1ccc2c(c1)OCO2)C(=O)c1cnsn1 (centres undefined)
→ -1	3	-1	-0.3	6	-3	-1	11	-1	3
O=S(=O)(N/N=C/c1ccccc1OCc1ccc(Cl)cc1)c1ccccc1
→ 1	-45	-6	-1.1	6	-10	1	-4	-50	-24
CC12CCC(C(=O)NCc3ccccn3)(OC1=O)C2(C)C (centres undefined)
→ 0	2	-2	-0.6	-3	-4	4	0	4	-1
Cc1ccc(C(=O)NC(=S)Nc2ccccc2C(F)(F)F)cc1
→ 0	-25	0	2.3	2	-1	1	-17	-14	-4
CCN(CC1CCCN(CCc2cccc(OC)c2)C1)C(=O)C=C(C)C (centres undefined)
→ 0	1	0	0.6	-5	-4	-1	-3	0	-5
O=C(c1cccc(Cl)c1)C1CCCN(S(=O)(=O)c2ccccc2)C1 (centres undefined)
→ 0	-7	1	-2.9	4	8	1	-1	-21	3
Cc1cccc(OCC(=O)NCCCNC(=O)c2ccco2)c1
→ 1	-4	-3	0.1	-4	1	0	6	9	1
Oc1cccc(/C=N/NC(=S)NCCN2CCOCC2)c1O
→ 5	14	79*	-1.0	2	6	30*	13	3	0
CCCc1c(C(=O)Nc2ccc(N3CCOCC3)cc2)cnn1-c1ccccc1
→ -5	3	-4	-2.6	-3	-1	5	-4	6	10
COc1ccc(CCn2c(NN=C3CCCC3)nc3c2c(=O)[nH]c(=O)n3C)cc1
→ 1	7	1	-2.4	-4	-3	-4	2	3	7
CCOc1ccc(CCNC(=O)COC(=O)Cn2cnc3c2c(=O)n(C)c(=O)n3C)cc1OCC
→ 3	2	-5	1.3	2	-6	6	-5	5	-2
O=C(O)/C=C/c1ccc(OCc2cccc(F)c2)cc1
→ -5	-1	11	-2.0	-10	0	-1	5	1	-7
COc1cccc(CN(C(=O)c2ccccc2Cl)C2CCS(=O)(=O)C2)c1 (centres undefined)
→ 1	-1	0	-1.2	-4	-4	6	6	6	5
COCc1nnc(NC(=O)CSc2ccc(C)cc2)s1
→ 3	5	1	1.5	3	-5	2	5	-1	5
Cc1sc2c(c1C)c(=O)n(-c1cccc(C(F)(F)F)c1)c(=O)n2CC(=O)NCc1ccco1
→ 1	-3	-3	0.8	4	5	-1	11	2	-50
N#Cc1c(N)nc2c(c1-c1ccncc1)CCCCC2
→ -1	0	3	0.0	0	10	-1	11	-6	9
NC(=O)c1ccc(NC(=O)COC(=O)c2ccc(Cl)nc2)cc1
→ -4	1	3	0.8	1	4	0	9	1	1
N#Cc1sc2nc(-c3cccs3)cc(-c3ccc(F)cc3)c2c1N
→ 13	12	1	5.1	2	-1	-3	9	-12	1
Cc1cccc(NC(=O)C(C)SCc2nc3sc(C)c(C)c3c(=O)[nH]2)n1 (centres undefined)
→ 2	4	0	0.3	-3	3	-1	-1	-4	5
CC(=O)N1CCN(c2ccc(C(N)=O)cc2[N+](=O)[O-])CC1
→ 5	2	2	3.0	1	4	-2	0	-1	-4
CCCCOc1cccc(C(=O)Nc2ccc(S(=O)(=O)Nc3nnc(CC)s3)cc2)c1
→ 2	-45	9	-0.8	0	-2	4	-2	-64	-13
Cc1cccc(/N=C2/NC(=O)C(Cc3ccccc3)S2)n1 (centres undefined)
→ -4	-9	2	7.7	-2	3	4	-12	2	4
COc1cc(C)ccc1OCCOCCOc1ccc(C)cc1[N+](=O)[O-]
→ -2	-1	0	-1.9	2	-3	2	10	-13	-4
O=C(CCl)Nc1cccc2ncccc12
→ 1	4	-2	1.1	5	5	-6	10	-2	6
O=C(CCC(=O)N(CC(=O)NC1CCCC1)Cc1ccccc1)Nc1nccs1
→ -2	5	4	-2.2	-9	5	1	0	7	-3
COCCCn1c(=O)/c(=C\c2ccccc2OC(F)F)s/c1=C(/C#N)C(=O)NC(C)C
→ -1	-2	0	-1.1	-10	9	0	-12	3	2
CCn1c(SCC(=O)NCc2ccccc2)nnc1-c1cccnc1
→ 1	5	-2	0.9	-5	2	1	-14	8	1
Fc1cccc(CN2CCN(c3nc4nonc4nc3NC3CC3)CC2)c1
→ 9	-5	1	1.4	2	-9	1	2	-4	-2
C[C@H](c1ccccc1)N1C[C@@H](COCc2ccccc2)Oc2cc(N3CC[C@H](O)C3)ccc2S1(=O)=O
→ 1	-3	-4	-2.2	2	9	1	-2	.	1
CC(=O)N1c2ccc(S(=O)(=O)NCCc3ccc(Cl)cc3)cc2CC1C (centres undefined)
→ -9	-8	7	-0.2	-1	2	11	-11	-5	-7
CCC(=O)c1ccc(OCC(=O)OCC(=O)c2c(N)n(C)c(=O)n(C)c2=O)cc1
→ -3	-2	0	-1.2	8	3	-2	2	1	0
CON(C)c1nc(OCCNC(=O)OCc2ccc(Cl)cc2Cl)nc(N(C)C)n1
→ -1	0	1	-1.3	-2	-2	1	4	3	11
Cc1nn(-c2ccc(N3CCCCC3)nn2)c(C)c1CCC(=O)Nc1cc(F)ccc1F
→ -2	0	3	0.9	-5	4	-5	0	-9	-1
Cc1ccc(C(=O)NC(=S)N(C)Cc2ccccc2)cc1
→ 1	2	2	-1.3	1	1	3	22	-2	4
Cc1ccc(S(=O)(=O)CCC(=O)OC(C)C(=O)Nc2ccc(N3CCOCC3)cc2)cc1 (centres undefined)
→ -6	0	2	1.9	10	4	-2	8	10	-6
CS(=O)(=O)N1N=C(c2ccccc2)CC1c1ccc2c(c1)OCO2 (centres undefined)
→ -5	-84	3	1.3	1	-20	-4	3	-46	-25
COc1ccc(-n2nc(C(N)=O)c(O)cc2=O)cc1
→ 0	-1	4	-3.0	7	-7	2	-7	4	3
CC(=O)Nc1nnc(Cc2ccccc2)s1
→ -2	-3	-2	2.9	-5	-4	1	-3	5	-4
NCCc1nnc(SCC(N)=O)o1
→ -2	-6	-1	-1.6	-7	5	0	-10	2	5
CN(C)c1ccc(/C=N/N(CCC(=O)NC(C)(C)C)C2=NS(=O)(=O)c3ccccc32)cc1
→ -6	-2	4	-1.2	1	0	-1	12	-1	1
O=S(=O)(c1cccc2cccnc12)N1CCc2ccccc21
→ 0	1	-2	-0.1	3	8	0	0	-5	-2
Cn1c(Cc2ccc(Cl)cc2)nnc1SCC(=O)NC1CC1
→ -5	5	4	-1.7	-2	6	-1	-6	2	0
COc1cc2c(cc1OC)CN(C(=O)C1CCC(=O)N(CCCN3CCOCC3)C1)CC2 (centres undefined)
→ 3	-1	0	2.6	0	-5	2	-8	0	16
CCn1c(Cc2ccccc2)nnc1SCC(=O)N1CCCC1=O
→ 1	-6	-5	-2.1	-1	-2	6	-7	5	-1
CCOc1ccccc1NC(=O)C1CCN(C(=O)Cc2ccccc2)CC1
→ 0	-3	-2	-0.9	3	2	-1	12	6	3
O=C(NNC(=O)c1ccccc1F)c1ccc2nc[nH]c2c1
→ -2	1	2	-1.1	1	6	-4	6	9	-4
COc1ccccc1NC(=O)Nc1ccc(N2CCOCC2)cc1
→ -7	-7	5	-4.1	4	5	-3	2	4	8
Cc1cccc(N=C(N2CCOCC2)P(=O)(N2CCOCC2)N2CCOCC2)c1
→ 3	-3	2	-0.2	4	-4	3	-4	2	2
O=C1CCCC[C@@H](O)[C@H](O)C[C@H](c2ccccc2)O1
→ 3	4	-2	-0.1	5	6	0	-1	.	-1
COc1cc(C(O)c2nc(-c3ccccc3)cs2)ccc1F (centres undefined)
→ 0	-9	3	1.1	3	-6	-2	9	.	6
CC(=O)Nc1ccc(C(=O)N2CCCCC2c2cc(C(=O)NCc3cccnc3)no2)cc1 (centres undefined)
→ 0	-2	-5	0.5	2	-3	0	1	.	-1
CN(CC(=O)Nc1ccccc1-c1ccccc1)Cc1ccccc1Cl
→ -3	-12	-3	-0.4	5	3	-3	9	-31	2
CCCOc1ccccc1Cn1c(=O)oc2ccccc21
→ -10	-18	6	0.9	0	-7	1	-24	-10	4
CC(C)(C)c1ccc(C(=O)Nc2cccc(C(=O)N3CCOCC3)c2)cc1
→ 1	-2	3	-0.2	-2	-2	2	-13	-2	-3
Cc1ccc(NC(=O)CC2SCCNC2=O)cc1Cl (centres undefined)
→ 0	5	2	-2.5	-1	6	-4	6	-5	3

Other compounds:
Below each compound – PRMT1 FP inh	mABHD4 FP	LEDGF integ inh	PG9 Ab binder	Tn7 DDE FP	TCR CD3 inh	UHRF1 binding	TDP2 absorb	HTRA1 inhibitor	SIAE primary
O=C(OCc1nc2ccccc2s1)[C@@H]1CCCN1S(=O)(=O)c1ccccc1F
→ -2	-6	-2	0.0	0	3	-1	-3	-15	-7
Cc1c(C(=O)Nc2ccc(OCc3ccccc3)cc2)cccc1[N+](=O)[O-]
→ -3	-2	0	-4.6	-5	5	6	-4	2	-5
CC(=O)OCC1=C(C(=O)O)N2C(=O)C(NC(=O)c3ccc(F)cc3)C2SC1 (centres undefined)
→ 24*	5	0	2.3	5	7	-1	1	0	7
Brc1ccc(OCc2ccccc2)c(CNCc2ccncc2)c1
→ 4	-1	-4	1.4	0	1	3	3	-14	2
COc1ccc(NS(=O)(=O)c2cc3c(cc2C)N(C(C)=O)CCO3)cc1OC
→ 6	-6	-5	-1.1	-5	0	6	-11	-4	3
COc1ccc(NC(=O)c2sc3nc(C)cc(C)c3c2N)c(OC)c1
→ 0	6	3	-0.9	-2	7	-1	0	.	2
Cc1cccc(Cn2cnc3c(sc4nc(C)cc(C)c43)c2=O)c1
→ 1	3	-3	-1.0	4	8	1	12	-2	-1
